Screening data deposited in PubChem BioAssay by several laboratories.
VCAM1 TNFa inh: reduces TNF alpha induced VCAM1 expression in HUVEC; inhibition, % at 2 µM; HUVEC TNFa-induced VCAM-1 immunofluorescence, high-content imaging; actives 0.48% (n = 95,000);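 active means inhibition above the batch mean plus 3 SD, with images confirmed as a hit by eye, cut at about 37% in these data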;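 further: 0% = TNF-stimulated DMSO wells and 100% = unstimulated control wells; not every result past the cut was called active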
PTPN22 inh 2: LYP (human) phosphatase inhibition | AID 640 | actives 0.21% (n = 96,000) | recombinant LYP catalytic domain, DiFMUP fluorescence | Q9Y2R2 | inhibition, % at 2 µM;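 active means inhibition at 2 µM at or above a set limit, the screen mean plus 3 SD, cut at about 24% in these data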;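 further: 0% = DMSO with enzyme and 100% = enzyme fully blocked by orthovanadate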
Candida biofilm: kills Candida albicans biofilms | C. albicans biofilm + clotrimazole, Alamar Blue | actives 0.14% (n = 85,000) | inhibition, % at 6 µM | AID 834;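 active means inhibition above 20%; inactive means inhibition below 20%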;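 further: preformed 24 hr biofilms exposed to compound for 48 hr; 0% = biofilm without compound and 100% = blank killed by clotrimazole plus chlorhexidine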
hDAT+cocaine: human DAT dopamine uptake with cocaine, either direction. LLC-PK1 hDAT cells, [14C]-dopamine uptake with cocaine IC80; actives deviate in either direction. B-score at 10 µM. actives 1.3% (n = 110,000). AID 449768;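 active means Z score or B-score, a plate-position-corrected score, falls beyond the plate's 99.7% confidence bounds, in either direction; inactive means both scores lie inside the 99.7% bounds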;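 further: scored against the spread of the other compound wells on the same plate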
Target sequence (Q01959 whole entry, looked up): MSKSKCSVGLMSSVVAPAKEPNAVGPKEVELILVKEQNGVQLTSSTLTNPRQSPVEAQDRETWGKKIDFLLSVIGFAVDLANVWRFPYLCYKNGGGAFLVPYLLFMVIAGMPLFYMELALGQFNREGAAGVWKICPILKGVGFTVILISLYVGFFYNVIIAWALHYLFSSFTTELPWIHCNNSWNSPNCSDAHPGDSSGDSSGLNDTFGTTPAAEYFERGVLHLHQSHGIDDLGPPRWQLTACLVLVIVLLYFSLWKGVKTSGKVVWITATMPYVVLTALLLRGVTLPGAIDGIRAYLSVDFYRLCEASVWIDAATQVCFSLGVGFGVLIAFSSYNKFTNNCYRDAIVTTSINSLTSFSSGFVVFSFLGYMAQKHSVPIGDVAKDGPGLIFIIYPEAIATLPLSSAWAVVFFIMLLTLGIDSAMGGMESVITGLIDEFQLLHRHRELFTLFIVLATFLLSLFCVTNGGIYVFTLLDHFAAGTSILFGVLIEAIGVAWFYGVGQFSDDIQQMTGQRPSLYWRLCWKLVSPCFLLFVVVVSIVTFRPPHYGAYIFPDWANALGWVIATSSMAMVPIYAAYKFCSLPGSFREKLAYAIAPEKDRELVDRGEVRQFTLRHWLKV
HUVEC tox TNFa: HUVEC cytotoxicity counter-screen, TNF alpha stimulated. cell count reduction, % at 2 µM. HUVEC TNFalpha-stimulated, Hoechst cell count, imaging. AID 848. actives 0.17% (n = 93,000);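 active means cell count reduction exceeding the screen mean by over 5 SD, scaled to untreated wells per plate, cut at about 78% in these data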;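 further: cells counted after 24 h of TNF alpha exposure following the 1 h pretreatment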
Smad3 FoxH1 inh: Smad3 (human) transcription factor binding inhibition. inhibition, % at 25 µM. actives 0.29% (n = 88,000). TR-FRET Smad3/Dy647-FoxH1 peptide binding, europium anti-His;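 active means compounds that reduce the energy-transfer binding signal between the protein and its labelled peptide by more than half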;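 further: 0% = Smad3 plus labelled peptide maximal FRET and 100% = peptide-only background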
Target sequence (P84022 whole entry, looked up): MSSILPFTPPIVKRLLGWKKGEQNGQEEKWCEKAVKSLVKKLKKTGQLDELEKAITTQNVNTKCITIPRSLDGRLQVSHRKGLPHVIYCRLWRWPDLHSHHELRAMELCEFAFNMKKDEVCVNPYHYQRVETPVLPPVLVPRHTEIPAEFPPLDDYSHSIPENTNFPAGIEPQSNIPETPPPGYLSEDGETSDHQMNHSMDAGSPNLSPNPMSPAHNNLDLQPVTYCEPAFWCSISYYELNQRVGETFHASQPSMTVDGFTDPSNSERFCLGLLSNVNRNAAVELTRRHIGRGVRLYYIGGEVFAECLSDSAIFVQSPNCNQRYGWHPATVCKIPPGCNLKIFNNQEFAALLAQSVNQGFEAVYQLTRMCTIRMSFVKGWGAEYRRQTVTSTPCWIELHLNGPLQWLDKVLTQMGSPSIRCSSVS
MT1-MMP txn act: activates MT1-MMP transcription; HT1080 MT1-MMP promoter luciferase reporter, luminescence, overnight; active compounds read high; activation factor at 10 µM; actives 0.16% (n = 86,000); AID 750;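 active means activation factor of at least 2 for MT1-MMP transcription at 10 µM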
IL1B cytotox: toxic to HUVEC cells under IL-1B stimulation | HUVEC cell count loss, Hoechst imaging, IL-1B stimulated | cell count reduction, % at 2 µM | actives 0.41% (n = 94,000) | AID 845;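 active means cell count reduction more than 3 SD above the screen-wide mean, cut at about 70% in these data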;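 further: normalized per plate to untreated control cells as the no-loss baseline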
cytoskel mod: modifiers of cytoskeleton assembly; actives 0.18% (n = 91,000); HUVEC TNFa F-actin phalloidin imaging, high content; inhibition, % at 2 µM;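 active means inhibition above the batch mean plus 3 SD and confirmed as a hit by visual image inspection, cut at about 30% in these data, passing the limit was not always enough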; further: strong numbers were not always called active
Numbers without * were called inactive; . = no result given; [ ] = dose if it differs, or a comment. A portion of the library; count on the stated rates, not on these rows.

SMILES	VCAM1 TNFa inh	PTPN22 inh 2	Candida biofilm	hDAT+cocaine	HUVEC tox TNFa	Smad3 FoxH1 inh	MT1-MMP txn act	IL1B cytotox	cytoskel mod
O=C1CS/C(=C\[N+](=O)[O-])N1c1ccc(OC(F)(F)F)cc1	-4	3	.	-0.5	-3	.	.	-70	27
COc1ccc(-c2nc(C)c(C(C)=O)n2O)cc1	-1	1	5	-0.48	-11	3	1.4	1	24
CCOC(=O)/C=C(\C)Sc1cc(=O)oc2ccccc12	.	-7	11	2	.	10	1.3	19	.
O=C(c1cccs1)[C@@H]1[C@@H]2C(=O)N(Cc3ccc4c(c3)OCO4)C(=O)[C@@H]2C2c3ccccc3C=CN21 (stereo partly specified)	15	5	.	.	-4	.	.	18	1
O=C(Oc1ccc2[nH]cc(CCN3C(=O)c4ccccc4C3=O)c2c1)c1ccco1	2	12	10	2.1	5	-4	1.3	-37	-64
COC(=O)C(C)n1cnc2c(nnn2-c2cccc(Cl)c2)c1=O (stereo unspecified)	9	-4	12	-0.67	-3	-11	1.1	-13	-7
COC(=O)Nc1c(-c2ccccc2)nc2ccc(C)cn12	.	.	2	0.44	.	1	1.1	.	.
Cc1ccc(-n2c(N)c(C(N)=O)sc2=S)cc1	-3	9	0	-0.7	-15	4	1	-26	17
CCOc1ccc(NC(=O)CCN2CCN(c3ccccc3)CC2)cc1	13	-6	2	1.2	-20	4	1	-31	4
Cc1cc(NC(=O)CSc2nnc(-c3ccc(Cl)s3)o2)no1	8	-10	-1	0.91	1	-21	1.1	-9	-15
O=C(NCc1ccco1)c1ccc(OCC2CCCO2)cc1 (stereo unspecified)	8	1	1	-0.49	-19	8	1	-2	5
O=C(COC(=O)Cc1ccc2c(c1)OCCO2)Nc1ccc(S(=O)(=O)N2CCCC2)cc1	-1	1	.	-0.71	-16	.	.	7	-1
Cc1cc(NC(=O)CCCC(=O)N(CC(=O)NCCc2ccccc2)Cc2ccc(F)cc2)no1	-2	13	4	2	-3	-4	1.1	1	34
COc1ccc(C(=O)COC(=O)C(CCCCN2C(=O)C3C4C=CC(C4)C3C2=O)N2C(=O)C3C4C=CC(C4)C3C2=O)cc1 (stereo unspecified)	0	-6	8	0.027	-5	6	1.1	10	2
CCOC(=O)C1=Nc2ccccc2C1=[N+]=[N-]	.	.	6	-0.34	.	-3	1	.	.
Nc1nnnn1/N=C/c1cc(Cl)cc(Cl)c1OCc1ccc(Cl)cc1Cl	5	18	2	-0.044	-33	7	1.3	-8	12
CC(N=Cc1ccccc1O)c1ccccc1 (stereo unspecified)	3	-5	4	-0.88	-4	3[fluorescence artefact?]	1	-5	-3
COc1ccc(N2C(=O)C3C4C=CC(C4)C3C2=O)c(OC)c1 (stereo unspecified)	-24	1	2	-0.91	-17	-2	1.1	-37	.
CCOc1cc(-c2noc(N)c2C#N)cc(OCC)c1OCC	5	-4	.	.	-6	.	.	-18	-11
COc1ccccc1NC(=O)c1cc(Cl)ccc1NC(=O)c1ccco1	0	3	3	-0.26	-3	-5	1.1	-5	-1
Cn1c(=O)c2c(-c3ccccc3)n(C3CCCCC3)cc2n(C)c1=O	-4	8	-2	-0.15	-16	-3	1	6	-9
CC(=O)Nc1cccc(OCC(O)Cn2c(C)nc3ccccc32)c1 (stereo unspecified)	-8	4	-2	-0.39	.	-12	1.2	-29	7
Cc1nc2sc(C(c3cccc(F)c3)N3CCN(C(=O)c4ccco4)CC3)c(O)n2n1 (stereo unspecified)	1	4	7	0.35	-2	-6	1.1	-29	-3
NC(=O)c1sc2nc3c(c(-c4cccnc4)c2c1N)CCC3	8	7	5	-9.1*	-16	-2	1.1	3	14
O=C(c1cccs1)N1CCCC(c2ccccc2)C1 (stereo unspecified)	15	-1	-2	-0.42	-6	-6	1.3	-7	-5
COc1cccc(-n2ccnc2SCC(=O)N2CCc3ccccc32)c1	-16	4	3	0.38	-31	-2	1.1	2	-17
CSc1nsc(SC)c1C(=O)OCC(F)(F)F	-4	-5	7	0.15	-5	-16	1.2	-24	1
Cc1cnc(NC(=O)COc2cccc3c2OC(C)(C)C3)s1	24	6	4	0.57	-9	-8	1.4	-3	18
O=C(CN1C(=O)COc2ccccc21)Nc1ccc2c(c1)OCCO2	.	.	-2	-0.52	.	2	1.1	.	.
Cc1ccc(C(=O)NNC(=O)CSc2nnc(-c3ccncc3)n2C)cc1	-6	4	.	-1.5	.	.	.	8	-11
O=c1[nH][nH]c(-c2ccccc2)c1C=Nc1ccc(Cl)cc1	4	21	.	-1.4	-31	.	.	24	-25
CCOC(=O)C1=C(C)N=C2SC(C)C(=O)N2C1c1ccc(C(=O)OC)cc1 (stereo unspecified)	6	-6	.	0.06	-18	.	1.2	-30	-20
CSc1ccc(/C=N/n2c(C)cc(C)cc2=O)cc1	2	2	7	0.63	-26	0	1.3	6	13
CCOC(=O)C(Sc1n[nH]c(N)n1)c1ccccc1 (stereo unspecified)	9	-5	.	0.04	-26	.	.	-7	12
COc1ccccc1NC(=O)N(Cc1ccco1)Cc1cc2c(C)ccc(C)c2[nH]c1=O	-5	-6	2	2.3	-26	3	1	-5	8
O=C(NCCCn1ccnc1)c1cc(-c2cccs2)on1	26	-8	6	0.28	-16	3	1.9	-14	16
CNC(=O)C1CC(=O)N(CCc2ccc(OC)cc2)C(=Nc2ccc(OC)cc2)S1 (stereo unspecified)	-4	-5	4	2.3	16	-2	1.2	-57	1
CCOC(=O)CNC(=O)CN1C(=O)CCS(=O)(=O)c2ccccc21	14	7	6	-0.35	-4	2	1.1	-8	1
Cc1nc(NCCNC(=O)c2ccco2)c2c(C)c(C)sc2n1	0	0	6	-0.36	35	2	1	9	-12
CCN(CC)S(=O)(=O)c1ccc(C(=O)N2CCN=C2SCc2cccnc2)cc1	-5	12	-4	-0.5	26	-4	1	-1	-22

Profiles from above. Screens in order: VCAM1 TNFa inh | PTPN22 inh 2 | Candida biofilm | hDAT+cocaine | HUVEC tox TNFa | Smad3 FoxH1 inh | MT1-MMP txn act | IL1B cytotox | cytoskel mod
Listed for O=c1[nH][nH]c(-c2ccccc2)c1C=Nc1ccc(Cl)cc1 = 4 | 21 | . | -1.4 | -31 | . | . | 24 | -25
Listed for CCN(CC)S(=O)(=O)c1ccc(C(=O)N2CCN=C2SCc2cccnc2)cc1 = -5 | 12 | -4 | -0.5 | 26 | -4 | 1 | -1 | -22
Listed for Cc1ccc(C(=O)NNC(=O)CSc2nnc(-c3ccncc3)n2C)cc1 = -6 | 4 | . | -1.5 | . | . | . | 8 | -11
Listed for COc1cccc(-n2ccnc2SCC(=O)N2CCc3ccccc32)c1 = -16 | 4 | 3 | 0.38 | -31 | -2 | 1.1 | 2 | -17

(further entries)
SMILES	VCAM1 TNFa inh	PTPN22 inh 2	Candida biofilm	hDAT+cocaine	HUVEC tox TNFa	Smad3 FoxH1 inh	MT1-MMP txn act	IL1B cytotox	cytoskel mod
CSc1ccccc1NC(=O)Nc1cccc(Cl)c1Cl	7	1	0	-1.1	-12	5	1.1	-10	-15
COc1cccc(C(=O)N2CCN(S(=O)(=O)Cc3ccccc3)CC2)c1OC	14	-6	3	0.43	-17	9	1	-14	0
CCOc1ccc(NC(=O)C2CC(=O)N(CC)C(=Nc3ccc4c(c3)OCO4)S2)cc1 (stereo unspecified)	-23	-9	2	-0.59	0	8	1.1	3	-10
C=CCOc1c(Cl)cc(/C=N/O)cc1OC	22	-4	5	0.43	-41	-4	1	-21	8
CCOc1ccc(NC(=O)C2CC(=O)N3CCCN=C3S2)cc1 (stereo unspecified)	18	6	6	0.085	29	6	1.1	-16	-24
CCN(c1ccccc1)S(=O)(=O)c1ccc(C(=O)Nc2nccs2)cc1	14	-2	2	2.4	24	4	1.3	-3	55
CCCCCn1c(N(C)Cc2ccccc2)nc2c1c(=O)[nH]c(=O)n2C	-10	9	6	0.064	-19	-1	1.1	8	-10
Cc1sc2c(c1C)c(=O)n(-c1ccc(F)cc1)c(=O)n2CC(=O)NCc1ccco1	13	-1	.	-1.3	-13	.	.	-18	5
O=C(N1CCN(c2ccc(F)cc2)CC1)C12CC3CC(CC(C3)C1)C2	9	5	.	0.03	-33	.	1.1	-11	23
O=c1c(Cc2ccc(Cl)cc2Cl)c(O)ccn1Cc1ccc(Cl)cc1	-8	-13	.	0.31	-5	.	.	0	10
Cn1c(=O)c2cc(S(=O)(=O)Nc3cccc(F)c3)ccc2n(C)c1=O	20	-3	9	0.43	-10	7	.	19	-12
Cc1c([N+](=O)[O-])cc(C(=O)Oc2ccc(Br)cc2C(=S)N2CCCCC2)cc1[N+](=O)[O-]	4	-11	2	-0.59	-11	1	1	7	4
CN1C=CC2=C(C#N)C(N)C(C#N)(C#N)C(c3ccccc3)C2C1 (stereo unspecified)	-2	-1	11	-1	8	-11	1.3	21	2
CCCn1c(SCCc2ccccc2)nc2c1c(=O)[nH]c(=O)n2C	.	.	4	-1.9	.	4	1.1	.	.
Cn1c(=O)oc2cc(S(=O)(=O)N3CCCc4ccccc43)ccc21	2	-14	5	-0.6	-19	-5	1.1	7	-4
C=CCNC(=O)CC(=O)N/N=C/c1cccc(Br)c1	-1	4	.	-0.74	-5	.	.	-1	-11
NC(=O)C1(N2CCCCC2)CCN(C(=O)c2ccc(C#Cc3ccccc3)o2)CC1	1	9	4	0.18	-21	2	1.1	-10	-18
CCCCOC(=O)Nc1ccc(N2CCCCC2)cc1	-1	-2	.	0.034	-22	.	1	7	-3
COc1ccc(/C=N/O)cc1COc1ccc(NC(C)=O)cc1	6	3	11	0.52	-4	2	1.1	-21	-9
CCN1C(=O)c2cccc3c(S(=O)(=O)Nc4c(C)n(C)n(-c5ccccc5)c4=O)ccc1c23	-6	1	8	0.72	-5	8	1	-20	6
Cc1ccc(C(=O)NC2CCCCC2)cc1	-8	4	-3	-0.58	71	-4	1.3	22	-19
COC(=O)c1ccc(Oc2nc(C(N)=O)cc(-c3ccccc3)n2)cc1	6	3	-3	-1.4	-5	5	1.1	8	4
O=C(NC(=S)NCc1ccccc1)C1CCCCC1	-4	-35	.	-0.5	17	.	.	-13	-9
Nc1ccc(-c2cc(N)n(-c3ccccc3)n2)cc1	-2	6	12	1.2	26	3	1.5	14	-19
CC1=C(C#N)C(NC(=O)c2ccco2)(C(F)(F)F)C(=O)N1 (stereo unspecified)	-5	-19	4	3.5	-8	10	1	5	1
Cc1nnc(SCC(=O)N(Cc2ccccc2)C(C)C)n1-c1ccccc1	-7	4	-4	0.71	7	2	.	-17	0
CCn1c(C)cc2c(c1=O)C(c1ccncc1)C(C#N)=C(N)O2 (stereo unspecified)	.	.	10	-0.24	.	-1	1.2	.	.
CC(=O)c1c(C)[nH]c(C(=O)Nc2ccc(C)c(C)c2)c1C	1	9	-1	0.61	2	1	1.2	11	-6
COc1ccc(OCCCn2c(=O)oc3ccccc32)cc1	-2	5	4	1.3	-20	-12	1.2	-8	-20
CCC(=O)Nc1cccc(-c2cnc3ccccc3n2)c1	-18	2	7	1.9	-12	8	.	10	-4
CC(C)CC(c1nnnn1C1CCCC1)N1CCN(C(=O)c2ccco2)CC1 (stereo unspecified)	-5	-1	-3	0.27	-25	2	1.2	0	34
O=C(CC(SCCO)c1ccc(F)cc1)c1ccco1 (stereo unspecified)	-24	3	.	0.05	-32	.	1.2	-15	10
CCOc1ccc(NC(=O)CNc2ccc(C)cc2Cl)cc1	-11	-7	.	0.13	-26	.	.	-6	-3
COc1cccc(NC(=O)c2cnsn2)c1	3	-1	0	-0.28	-13	8	1.3	-3	3
CC1=[N+]([O-])C(C)(C)CC(C)(C)c2ccccc21	-2	7	7	-0.31	-2	8	1.1	-11	-46
CC(C)CC(=O)NC(Nc1ccccc1F)C(Cl)(Cl)Cl (stereo unspecified)	8	10	.	.	-19	.	.	.	25
